Screening results as filed in PubChem.
Casp7 inh: blocks human caspase-7 allosterically or competitively; P55210; recombinant caspase-7, Ac-DEVD-AFC fluorescence rate; Potency, µM (doses to about 57.5 µM), for the others: at the top dose activity change, negative = inhibition, actives largely listed as inhibitors; 75,000 compounds, 0.02% hits; AID 889; active = well fitted inhibition curve with a large enough effect in the main read-out, with a control signal flat, not every such curve was filed as active; inconclusive = small, poorly fitted or top-dose-only effect, or a change in a side signal; note: potency is the fitted concentration of half-maximal effect; % of control where 0% means no effect
BRCT PPI red: BRCT-phosphoprotein interaction inhibition (red fluorophore); AID 892; 75,000 compounds, 0.03% hits; Potency, µM (titrated, usually from 76.9 µM), without a hit: top-dose activity change, negative = inhibition, hits mostly inhibitors; BRCT-phosphopeptide binding, red fluorescence polarization; note: % is set by controls: 0 for no effect and ±100 for the full control effect
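Rhodamine-labelled pBACH1 10-mer (100 nM) bound to BRCT domain (100 nM) at pH 7.3; compounds incubated 12 min room temperature, polarization read. Free peptide defines full inhibition; unlabelled decapeptide titrated as control.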
BRCT PPI green: inhibitors of human BRCA1 BRCT-phosphoprotein interaction (green fluorophore). 75,000 compounds, 0.05% hits. Potency, µM (titrated, usually from 76.9 µM), inactives show at the highest dose activity change, negative = inhibition, usual class: inhibitors. AID 875. BRCA1 BRCT-phosphopeptide binding, green fluorescence polarization;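 note: potency is the fitted concentration of half-maximal effect; plate controls were peptide without protein for full effect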
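Compounds were incubated for 12 min at room temperature with a complex of 100 nM fluorescein-tagged pBACH1 decapeptide and 250 nM His-tagged BRCT protein. Buffer was phosphate pH 7.3 with EDTA, DTT and Tween 20. Disruption of binding lowers the polarization signal.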
ERK AVP block: inhibitors of vasopressin-stimulated ERK signaling pathway; 72,000 compounds, 0.99% hits; HEK293-V1b, vasopressin-stimulated pERK AlphaScreen; AID 995; Potency, µM (highest dose often 57.5 µM), without a hit: at the top dose activity, negative = inhibition, usual class: inhibitors; note: potency is the fitted concentration of half-maximal effect; % is set by controls: 0 for no effect and ±100 for the full control effect; nearly all actives have a fitted effect of over 55% in size
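qHTS, compounds titrated on V1b-expressing HEK293 cells. Preincubation 30 min at 37C, vasopressin 25 nM for 5 min, lysis 10 min, bead incubation 5 hr at room temperature.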
CRE-bla Fsk: CRE-bla signaling modulation under forskolin stimulation. CHO CRE-bla reporter (cAMP response element driving beta-lactamase), forskolin EC10, beta-lactamase ratio. Potency, µM (titrated, usually from 38.2 µM), inactives show at the top dose activity change, negative = inhibition, most hits filed as activators. 71,000 compounds, 2.5% hits; active = well fitted activation curve with a large enough effect in the signal ratio, with a control signal flat, not every such curve was filed as active; inconclusive = small, poorly fitted or top-dose-only effect, or effect the other way, or a change in a side signal; the % refers to the signal ratio; note: potency is the fitted concentration of half-maximal effect; % of control where 0% means no effect
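Cells were plated overnight at 37 °C, exposed to compound titrations plus EC10 NKH 477 for 3 h, then given CCF4 dye for 2 h at room temperature. Blue/green (460/530 nm) ratio was converted to %Activity and AC50 values calculated.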
Luciferase inh: blocks Photinus pyralis firefly luciferase activity. P08659. purified firefly luciferase, luminescence, 8 min. Potency, µM (series often up to 57.1 µM), for the others: at the top dose activity change, negative = inhibition, most hits filed as inhibitors. 72,000 compounds, 2.2% hits; note: potency is the fitted concentration of half-maximal effect; % is set by controls: 0 for no effect and ±100 for the full control effect; nearly all actives have a fitted effect of over 40% in size
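Here, luciferase activity is measured as luminescence following an 8 min room-temperature reaction at 10 uM ATP, pH 7.2. Every library sample is titrated.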
HEK293 cAMP cs: parental HEK293 cAMP activation (counter-screen); parental HEK293 CNG cAMP sensor, membrane potential fluorescence; Potency, µM (series often up to 57.1 µM), for the others: top-dose activation, hits mostly activators; 73,000 compounds, 2.5% hits; AID 938; note: potency is the fitted concentration of half-maximal effect; % of control where 0% means no effect; nearly all actives have a fitted effect of over 55% in size
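Counterscreen for endogenous-receptor signalling: CNG-channel HEK 293 cells report cAMP rise by membrane depolarization. After 60 min dye equilibration with 100 uM RO 20-1724, compounds incubated 30 min before bottom-read fluorescence at 590 nm.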
USP2a inh: blocks human ubiquitin-specific protease USP2a; 60,000 compounds, 0.1% hits; USP2a enzymatic assay, qHTS inhibition; O75604; Potency, µM (doses to about 38.3 µM), without a hit: top-dose activity change, negative = inhibition, most hits filed as inhibitors;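 note: potency is the fitted concentration of half-maximal effect; nearly all actives have a fitted effect of over 60% in size; plate controls were DMSO for no effect and NEM full inhibition control for full effect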
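20 nM USP2 core + cpd, 30 min RT; add 20 nM Ub-PLA2/20 uM NBD C6-HPC; read Ex460/Em535 at 0 h and 2.5 h. Normalized to NEM; qHTS curve fit/classification.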
Caspase-1 inhib: blocks human caspase-1 allosterically or competitively; P29466; Caspase-1 enzyme, Ac-WEHD-AFC fluorogenic rate; Potency, µM (series often up to 57.5 µM), without a hit: at the highest dose activity change, negative = inhibition, usual class: inhibitors; 75,000 compounds, 0.03% hits;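 note: potency is the fitted concentration of half-maximal effect; plate controls were vehicle for no effect and no substrate for full effect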
Target sequence (P29466 120-297 limits assumed): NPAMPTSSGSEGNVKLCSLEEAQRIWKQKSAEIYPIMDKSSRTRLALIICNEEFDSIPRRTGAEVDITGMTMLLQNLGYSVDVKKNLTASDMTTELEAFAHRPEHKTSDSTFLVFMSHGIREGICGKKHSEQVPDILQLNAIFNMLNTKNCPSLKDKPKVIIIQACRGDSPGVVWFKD
Target sequence (P29466 317-404 limits assumed): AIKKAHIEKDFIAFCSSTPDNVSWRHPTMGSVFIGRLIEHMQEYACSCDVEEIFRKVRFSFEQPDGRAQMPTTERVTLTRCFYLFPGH
A350 autofl: compounds fluorescent in Alexa 350 spectral region; 59,000 compounds, 11% hits; max dye-equivalent concentration, M; AID 590; Compound autofluorescence, 340/450 nm, Alexa 350 dye-equivalents; stronger effect = higher value; in the data active = max dye-equivalent concentration above about 10 nM; inconclusive = mostly about 1.1 nM to 9.6 nM
Tau fil binding: tau filament binding | P10636 | recombinant tau filaments, thioflavin S fluorescence, 15 h; filaments grown with octadecylsulfate alongside compound | Potency, µM (top dose mostly 57.1 µM), inactives show at the highest dose activity change, negative = inhibition | 71,000 compounds, 2% hits | AID 596;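 note: potency is the fitted concentration of half-maximal effect; % is set by controls: 0 for no effect and ±100 for the full control effect; actives lower thioflavin S fluorescence by blocking filaments or displacing dye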
Target sequence (P10636 whole entry, looked up): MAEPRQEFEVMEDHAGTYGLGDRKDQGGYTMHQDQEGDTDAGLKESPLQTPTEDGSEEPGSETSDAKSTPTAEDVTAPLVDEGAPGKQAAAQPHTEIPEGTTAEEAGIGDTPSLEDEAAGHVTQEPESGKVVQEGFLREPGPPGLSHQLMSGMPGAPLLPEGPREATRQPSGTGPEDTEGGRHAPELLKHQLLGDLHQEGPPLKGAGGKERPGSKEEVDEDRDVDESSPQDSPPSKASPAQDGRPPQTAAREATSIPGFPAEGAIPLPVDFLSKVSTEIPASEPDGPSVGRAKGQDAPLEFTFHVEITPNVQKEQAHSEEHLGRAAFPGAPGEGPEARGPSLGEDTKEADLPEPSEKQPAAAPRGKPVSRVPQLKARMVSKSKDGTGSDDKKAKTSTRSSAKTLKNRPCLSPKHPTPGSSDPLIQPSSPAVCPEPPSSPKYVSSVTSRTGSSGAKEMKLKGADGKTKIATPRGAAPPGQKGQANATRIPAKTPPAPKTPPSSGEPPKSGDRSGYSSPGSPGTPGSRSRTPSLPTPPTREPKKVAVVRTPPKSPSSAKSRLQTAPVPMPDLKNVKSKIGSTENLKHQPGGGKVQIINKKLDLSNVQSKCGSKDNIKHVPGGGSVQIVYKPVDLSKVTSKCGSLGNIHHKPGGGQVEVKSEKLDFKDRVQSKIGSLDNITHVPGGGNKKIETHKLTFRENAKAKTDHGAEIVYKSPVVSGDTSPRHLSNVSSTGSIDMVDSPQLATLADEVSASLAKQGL
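His-tagged recombinant human tau (exons 2, 3 and 10 included), 1 uM, was induced to fibrillize by 30 uM sodium octadecylsulfate with compound present. After 15 h at 37 C, thioflavine S fluorescence (ex 450, em 510 nm) was read.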
Numbers without * were called inactive; i = inactive; ? = inconclusive; / = no result given; [ ] = dose if it differs, or a comment. Unless noted, calls come from the whole dose curve; as a rule, active = well fitted curve in the direction sought with a large enough effect; inconclusive = small, poorly fitted or top-dose-only effect, or another doubt; inactive = no such curve, though single readings can be large; an effect the other way counts as inactive or inconclusive. Random draw from the library. About 16% of those tested had a hit in this group.

smiles	Casp7 inh	BRCT PPI red	BRCT PPI green	ERK AVP block	CRE-bla Fsk	Luciferase inh	HEK293 cAMP cs	USP2a inh	Caspase-1 inhib	A350 autofl	Tau fil binding
CCc1ccc2[nH]c(=O)c(CN(Cc3ccco3)S(=O)(=O)c3ccc4c(c3)OCCO4)cc2c1	-2%	0.4%	0.1%	9%	-9%	0%	15%	-1%	2%	?	-6%
O=C(NCCc1ccc(Cl)cc1)C1CCN(S(=O)(=O)c2cccc3nonc23)CC1	-1%	0.1%	1.8%	4%	?	-1%	3%	7%	2%	i	?
c1cc(-c2noc(-c3ccc4c(c3)OCO4)n2)ccn1	1%	0.0%	-6.6%	-10%	-4%	1%	-1%	0%	-8%	i	-3%
O=C1C2CCCN2C(c2ccccc2)N1c1nccs1 (stereo unspecified)	-1%	-1.3%	0.5%	14%	-17%	-2%	-2%	-1%	-3%	i	5%
O=C(Oc1ccc2[nH]cc(CCN3C(=O)c4ccccc4C3=O)c2c1)c1ccco1	0%	-0.6%	-8.0%	-15%	4%	-4%	21%	21%	-4%	i	?
Cc1ccc(-c2csc(N3CCC(NS(=O)(=O)c4ccc5c(c4)OCCO5)CC3)n2)cc1	-4%	-1.0%	-1.7%	28%	?	-4%	14%	18%	-1%	i	-7%
O=C(CN1C(=O)NC2(CCCCCC2)C1=O)N1CCC(Cc2ccccc2)CC1	5%	-1.8%	1.8%	-6%	-4%	-40%	-2%	16%	1%	i	-4%
CCOC(=O)CNC(=O)CSc1nc2cccnc2n1Cc1ccccc1	-1%	-2.2%	0.9%	-29%	-3%	1%	14%	16%	-1%	i	-7%
CCOC(=O)C1CCCN(C(=O)c2ccc3c(c2)NC(=O)C(N2CCOCC2)S3)C1 (stereo unspecified)	-1%	1.8%	2.4%	-6%	?	3%	15%	-6%	0%	i	-6%
Cc1cc(NC(=O)C2CC2)ncc1NC(=O)C12CC3CC(CC(C3)C1)C2	-3%	0.3%	-0.3%	-26%	4%	-2%	-3%	8%	0%	i	-4%
Cn1c(Cc2ccccc2)nnc1SCC(=O)NC1CCCCC1	2%	0.9%	-1.3%	-6%	-2%	5%	5%	0%	1%	/	7%
CCSC1=C(C#N)C(c2ccc(OC)c(OC)c2)CC(=O)N1 (stereo unspecified)	2%	0.8%	1.0%	-27%	22%	2%	3%	-9%	0%	i	-6%
Cc1cccc(C)c1NC(=O)Cn1c(=O)n(CCCC(=O)NCc2ccco2)c(=O)c2sccc21	-1%	-1.4%	-1.9%	-10%	?	4%	?	0%	0%	i	36%
Cc1ccc(NC(=O)COc2ccc3oc4c(c3c2)CCCC4)nc1	-1%	-0.9%	-0.5%	-4%	3%	0%	?	-4%	-1%	i	4%
O=C(Nc1cccc(F)c1)N1CC[C@@]2(CCCN(C(=O)c3ccncc3)C2)C1	0%	-0.4%	-3.5%	-15%	3%	3%[11.4 µM]	?	8%	1%	i	5%
O=c1c2[nH]c3ccccc3c2ncn1Cc1cccnc1	2%	0.7%	-0.7%	2%	?	2%	-13%	4%	0%	i	3%
Cn1c(=O)[nH]c(=O)c2c1nc(Br)n2CCSc1nc2ccccc2o1	-1%	-2.0%	0.4%	-3%	2%	5%	-5%	-12%	0%	i	-6%
CCn1c(SCC(=O)NCc2ccc3c(c2)OCO3)nnc1-c1cccs1	-1%	2.1%	-0.5%	-2%	-1%	1%	10%	-6%	-1%	i	5%
Cc1occc1-c1nnc(SCC(=O)N2CC(=O)Nc3ccccc32)n1CC(C)C	-1%	0.1%	-1.6%	-7%	-6%	1%	6%	4%	0%	?	20%
COC(=O)[C@@]1(Cc2ccccc2)[C@H]2c3cc(C(=O)N(C)C)n(Cc4nc5ccccc5[nH]4)c3C[C@H]2CN1C(=O)c1ccccc1	-12%	0.2%	15%	-12%	-9%	/	24%	/	-6%	/	13%
COc1ccccc1NC(=O)C1C2C=CC3(CN(Cc4cccnc4)C(=O)C13)O2 (stereo unspecified)	0%	-0.4%	-2.3%	5%	-3%	0%	4%	/	-3%	/	17%
COc1cc(NC(=O)CN2C(=O)c3ccccc3S2(=O)=O)c(OC)cc1Cl	-3%	-1.4%	0.5%	12%	-1%	-1%	4%	-3%	-1%	i	6%
Cc1sc2nc(CN3CCOCC3)nc(N3CCC(C(N)=O)CC3)c2c1C	-1%	-1.1%	-0.1%	-2%	2%	1%	1%	-3%	7%	i	10%
COc1ccc2c(c1OC)C(=O)NC(C)=C(C(=O)OC(C)(C)C)C2O (stereo unspecified)	-3%	0.7%	-0.7%	-14%	-1%	-1%	0%	-11%	1%	i	-3%

Entries of single compounds, looked up by structure:
Cc1sc2nc(CN3CCOCC3)nc(N3CCC(C(N)=O)CC3)c2c1C is entered as Casp7 inh: -1%; BRCT PPI red: -1.1%; BRCT PPI green: -0.1%; ERK AVP block: -2%; CRE-bla Fsk: 2%; Luciferase inh: 1%; HEK293 cAMP cs: 1%; USP2a inh: -3%; Caspase-1 inhib: 7%; A350 autofl: i; Tau fil binding: 10%
COc1ccccc1NC(=O)C1C2C=CC3(CN(Cc4cccnc4)C(=O)C13)O2 (stereo unspecified) is entered as Casp7 inh: 0%; BRCT PPI red: -0.4%; BRCT PPI green: -2.3%; ERK AVP block: 5%; CRE-bla Fsk: -3%; Luciferase inh: 0%; HEK293 cAMP cs: 4%; USP2a inh: /; Caspase-1 inhib: -3%; A350 autofl: /; Tau fil binding: 17%

Later entries.
smiles	Casp7 inh	BRCT PPI red	BRCT PPI green	ERK AVP block	CRE-bla Fsk	Luciferase inh	HEK293 cAMP cs	USP2a inh	Caspase-1 inhib	A350 autofl	Tau fil binding
C[N+](C)(C)CC[N+]1(C)Cc2c(Cl)c(Cl)c(Cl)c(Cl)c2C1	2%	-0.9%	2.5%	9%	?	4%	0%	/	1%	/	189%
CCOC(=O)C(C)On1c(SC(C)C(=O)OCC)nc2ccccc2c1=O (stereo unspecified)	-1%	0.4%	-2.0%	-14%	25%	0%	?	3%	1%	i	-3%
N#Cc1nc(-c2ccc(OCc3ccc(Cl)cc3)cc2)oc1N1CCC(C(N)=O)CC1	-2%	0.7%	0.3%	-2%	16%	0%	6%	-4%	-2%	?	70%
COc1cccc(OC)c1C(=O)Nc1ccccc1N1CCCC1	-1%	0.7%	-1.8%	-1%	5%	1%	-4%	-2%	2%	i	-9%
O=C1c2ccccc2S(=O)(=O)N1CC(O)Cn1ccc2ccccc21 (stereo unspecified)	-2%	-2.1%	-1.6%	5%	-15%	1%	29%	22%	-5%	i	-8%
CCc1nc2oc(C(=O)c3ccccc3)c(N)c2c2c1COC(C)(C)C2	-7%	-0.4%	-4.1%	?	?	2%	0%[11.4 µM]	13%[7.66 µM]	-5%	/	194%[11.4 µM]
Cc1nc2ccccc2c(=O)n1NCc1cccs1	5%	-0.6%	-0.3%	8%	-10%	0%	19%	-18%	-2%	i	2%
COc1ccc(Br)cc1C1CC(=O)N2CN(C)CSC2=C1C#N (stereo unspecified)	0%	0.3%	-2.6%	-17%	14%	-2%	4%	/	-1%	/	-6%
CCOC(=O)Nc1nc(C)c(C(=O)N(C)C)s1	0%	-0.7%	0.2%	-29%	-7%	0%	4%	6%	0%	i	7%
COc1ccc2c(c1OC)C(Cc1ccccc1)N1CCc3cc4c(cc3C1C2)OCO4 (stereo unspecified)	-16%	0.3%	-1.9%	-24%	/	/	/	/	-14%	/	/
COc1ccc(C(=O)NCC(=O)Nc2ccccc2)cc1OC	-1%	-0.3%	0.8%	-6%	21%	3%	-5%	0%	0%	i	1%

Structural class: the compounds so far containing an aryl thioether with sulfur outside any ring
smiles	Casp7 inh	BRCT PPI red	BRCT PPI green	ERK AVP block	CRE-bla Fsk	Luciferase inh	HEK293 cAMP cs	USP2a inh	Caspase-1 inhib	A350 autofl	Tau fil binding
CCOC(=O)CNC(=O)CSc1nc2cccnc2n1Cc1ccccc1	-1%	-2.2%	0.9%	-29%	-3%	1%	14%	16%	-1%	i	-7%
Cn1c(Cc2ccccc2)nnc1SCC(=O)NC1CCCCC1	2%	0.9%	-1.3%	-6%	-2%	5%	5%	0%	1%	/	7%
Cn1c(=O)[nH]c(=O)c2c1nc(Br)n2CCSc1nc2ccccc2o1	-1%	-2.0%	0.4%	-3%	2%	5%	-5%	-12%	0%	i	-6%
CCn1c(SCC(=O)NCc2ccc3c(c2)OCO3)nnc1-c1cccs1	-1%	2.1%	-0.5%	-2%	-1%	1%	10%	-6%	-1%	i	5%
Cc1occc1-c1nnc(SCC(=O)N2CC(=O)Nc3ccccc32)n1CC(C)C	-1%	0.1%	-1.6%	-7%	-6%	1%	6%	4%	0%	?	20%
CCOC(=O)C(C)On1c(SC(C)C(=O)OCC)nc2ccccc2c1=O (stereo unspecified)	-1%	0.4%	-2.0%	-14%	25%	0%	?	3%	1%	i	-3%
